KDM5B inh = blocks human KDM5B histone demethylase activity; Q9UGL1; KDM5B demethylase, FDH-coupled NADH fluorescence (FDH is formaldehyde dehydrogenase); AID 1347165; Potency, µM (series often up to 57.7 µM), inactives show top-dose activity change, negative = inhibition, actives largely listed as inhibitors; 220,000 tested, 2.6% active; active = well fitted inhibition curve with a large enough effect; inconclusive = small, poorly fitted or top-dose-only effect; inactive = no such curve, though single readings can be large or run the other way; note: 0% is about no effect; nearly all actives have a fitted effect of over 70% in size
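Inhibition is measured as reduced NADH fluorescence generation from FDH coupling to formaldehyde release. Truncated KDM5BΔAP at 200 nM final acts on H3K4me3 peptide (12.5 µM in substrate mix) in pH 7.5 HEPES buffer with Tween-20, 30 min, room temperature.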
An asterisk follows results filed as active; i = inactive; ? = inconclusive; [ ] = dose if it differs, or a comment. Potency is the fitted concentration of half-maximal effect.

SMILES	KDM5B inh
CCn1nccc1C(=O)N1CCC2(CC1)NCCc1c2[nH]c2ccc(OC)cc12	-33%
Cc1cc(Br)ccc1NC(=O)C1(S(=O)(=O)c2ccc(Cl)cc2)CC1	?
COc1ccc(C(=O)N2CCCC(c3nn(-c4ccc(F)cc4)c(=O)[nH]3)C2)cc1 (stereo unspecified)	18%
COC(=O)C1=C(C)Nc2nc(SC(C)C)[nH]c(=O)c2C1c1cccnc1 (stereo unspecified)	-22%
Cc1cc(C(=O)N[C@@H]2CN(c3ncccn3)C[C@H]2CO)c(C)o1	?
COc1ccc(S(=O)(=O)N2CCCC(Cn3c(C)nc4cccnc43)C2)cc1 (stereo unspecified)	12%
COc1cccc(C(=O)N(Cc2cccnc2)c2nc3c(OC)ccc(C)c3s2)c1OC	?
COc1ccc(CCNC(=O)c2ccc(Cn3c(=O)c4ccccc4n(Cc4cccc(F)c4)c3=O)cc2)cc1OC	-11%
COC(=O)c1ccc(NC(=O)Nc2ccc3c(c2)N(C(=O)c2ccc(C)cc2)CC3)cc1	-11%
C=CCn1cc(CN2CCC(C(=O)Nc3cccc(-c4cccc(F)c4)c3)CC2)c(C)n1	-24%
O=C(Nc1ccc2oc(-c3ccc(Br)cc3)nc2c1)c1cc2ccccc2o1	-6%
CC(C)CCN(C)C1CCOc2ccccc21 (stereo unspecified)	-8%[115 µM]
Cc1cc(C)c(S(=O)(=O)N2CCc3nn(CC(C)C)c(=O)n3CC2)c(C)c1	-11%
O=C(NCC1CN(Cc2ccccc2)CC12CN(c1ccccc1)C2)Nc1ccccc1 (stereo unspecified)	?
Cc1noc(Cn2c(=O)c3ccccc3n(CC(=O)Nc3ccc(Cl)cc3)c2=O)n1	4%
O=C(Nc1ccc2c(c1)OCCO2)C1CCN(C(=O)N2CC3CC(C2)[C@H]2CCCC(=O)N2C3)CC1 (stereo partly specified)	-12%
Cc1cc(C[C@@H]2COC[C@@H]2NC(=O)CCc2nc(-c3ccccc3C)no2)on1	-8%
COc1ccc(Cl)cc1C(=O)Nc1c(NCc2ccccc2)c2ccccc2oc1=O	-1%
CCn1c(-n2nc(C)cc2C)nc2c1c(=O)n(CCc1ccccc1)c(=O)n2C	25%
CS(=O)(=O)N1CCCN(C(=O)Cc2cccc(F)c2)CCNC(=O)CC1c1ccccc1 (stereo unspecified)	-2%
CCOCCCNC(=O)CSCc1ccc(C)cc1	36%[activator]
O=C1CC2(C(=O)Nc3ccccc32)c2sc(C(=O)O)c(-c3ccc(Cl)cc3)c2N1 (stereo unspecified)	-10%
COc1ccccc1-c1cc(NCc2cnccn2)c2onc(C)c2n1	?
CCc1n[nH]c(CC2CCN(C(=O)c3ccccc3)CC2)n1	22µM*
CCOC(=O)c1cnc(Nc2cc(F)ccc2F)c2ccccc12	-11%
CCCCCn1c(NCCCOC)nc2c1c(=O)[nH]c(=O)n2C	21%
CN1C(=O)CCC2(CNC(=O)c3nn(C)c4ccccc34)CCCC=C12 (stereo unspecified)	1%
Cc1ccc(-c2noc(CNC(=O)c3ccc(C)c(Cl)c3)n2)cc1	-26%
O=C(O)CCC(=O)Nc1sc2c(c1C(=O)Nc1ccccc1)CCCCC2	-5%
CCNC(=O)NC(=O)COC(=O)CCCc1c[nH]c2ccccc12	4%

Exported field by field: two of the compounds above
SMILES: Cc1cc(C[C@@H]2COC[C@@H]2NC(=O)CCc2nc(-c3ccccc3C)no2)on1
- KDM5B inh: -8%
SMILES: COc1ccccc1-c1cc(NCc2cnccn2)c2onc(C)c2n1
- KDM5B inh: ?

(listing goes on)
SMILES	KDM5B inh
Cc1c(NC(=O)Cc2ccccc2)cccc1-c1nc2cccnc2s1	?
O=C(CCNC(=O)c1ccccc1)Nc1nc2ccccc2s1	26%
CCOC(=O)c1[nH]c(C(=O)O)c(OC(=O)CC)c1C	9%
O=C(Nc1ccc(N2CCN(C(=O)c3cccs3)CC2)cc1)c1ccc(Br)o1	12%
CC(C)(C)NC(=O)NC(=O)CN1CCN(S(=O)(=O)c2ccccc2)CC1	13%
COc1ccc(-c2noc([C@@H](C)NC(=O)C3CCCCC3)c2C(=O)O)cc1	-8%[86.2 µM]
CCNC(=O)C(=O)NCc1ccco1	17%
COc1cc(OC)cc(C(=O)N2CCCN(c3cc(-c4ccc(Br)cc4)[nH]n3)CC2)c1	-13%
CC(C)Cn1nc(C(=O)Nc2ccccc2Cl)c2ccccc2c1=O	-2%
CCCCNC(=O)CSc1nc2ccccc2nc1Cc1ccc(C)cc1	-14%
CC(C)Cn1nnnc1SC(C)C(=O)c1ccc(Br)cc1 (stereo unspecified)	-11%
O=C(CN1CCN(S(=O)(=O)c2ccccc2F)CC1)Nc1ccnn1C1CCCC1	12%
Cc1ccc(S(=O)(=O)N2CCN(Cc3cc(=O)oc4cc(O)c(Cl)cc34)CC2)cc1	i
COCCOC1CCN(S(=O)(=O)c2c(C)noc2C)CC1	18%
COc1ncccc1-c1cc(C(=O)N(C)CCN(C)C)c2c(c1)ncn2C	-19%[86.2 µM]
CCOc1ccc(C2C(C(=O)Nc3ccccc3)=C(C)Nc3nc(-c4ccccc4Cl)nn32)cc1OC (stereo unspecified)	8%
O=C(N/N=C/c1ccc(Cl)cc1Cl)c1cccc(N2CCCC2=O)c1	14%
COc1ccc(-c2nc(C(=O)Nc3ccc(C(C)=O)cc3)nn2-c2cccc(Cl)c2)cc1	-23%
Cc1cccc(-c2nc(CSc3nncn4c3cc3oc(C)cc34)c(C)o2)c1	?
CC1(c2ccc([N+](=O)[O-])cc2)Nc2ccccc2S1 (stereo unspecified)	-12%
COc1cc(C=O)ccc1OCc1ccccc1C#N	34%[activator]
CC(C)CCN1CCC(N2CCN(C(=O)CCCc3ccccc3)CC2)C1=O (stereo unspecified)	8%
c1cncc(O[C@H]2COCCN(C3CCC3)C2)c1	?
O=C1NCc2ccccc2CC12CCN(Cc1ccnc3ccccc13)CC2	1%[115 µM]
CNC(=O)CN(C)C(=O)[C@H]1CN(Cc2ccccc2)C[C@H]1C(=O)O	-16%
Cc1ccc(NC(=O)CC(C)(C)CC(=O)O)cc1C	18%
CC(C)N(C)Cc1nnnn1CC(=O)NCCn1ncc2ccccc2c1=O	-4%
CCCN1C(=O)CCc2cc(NC(=O)NCCCOC)ccc21	-28%
Cc1cc(C)cc(-n2nnnc2SCc2nc3ccsc3c(=O)[nH]2)c1	9%
CSc1cccc(NC(=O)c2cnn(-c3ccc(F)cc3)c2-n2cccc2)c1	?
COc1ccc(C)cc1NC(=O)CN1C(=O)COc2ccc(S(=O)(=O)N3CCC(C)CC3)cc21	-12%
COc1ccc(C2(c3ccc(OC)cc3)C=Cc3c(c(O)cc4ccccc34)O2)cc1	-16%
COc1ccc(OC)c(CCNC(=O)c2cc3cccc4c3n2CCS4)c1	?
COCC(=O)N1CCCN(Cc2cccnc2)c2ccccc21	-1%
CC(CCc1ccccc1)NC(=O)CN1C(=O)NC(c2ccccc2Cl)C2=C1COC2=O (stereo unspecified)	11%
COc1cccc(CN2C(=O)OC3(CCN(C(=O)c4cnccn4)CC3)C2(C)c2cccnc2)c1 (stereo unspecified)	4%
CCOc1ccc2nc(NC(=O)c3nn(Cc4ccccc4)c(=O)c4ccccc34)sc2c1	5%
COCCc1noc(C2Cc3ccccc3N2C(=O)NCC(C)C)n1 (stereo unspecified)	?
CC(=O)N1N=C(c2ccc3c(c2)OCO3)CC1c1ccc2nccnc2c1 (stereo unspecified)	5%
C=CCNC(=O)Nc1ccc(CC#N)cc1	24%
CC(=O)Nc1cccc(-c2csc(Nc3ccccc3)n2)c1	-8%
Cc1ccc(C(=O)N(C)C)cc1NC(=O)CC1CC2CCC1C2 (stereo unspecified)	-1%
CCOC(=O)c1cc(NC(=O)c2ccc(-c3ccccc3)cc2)ccc1N1CCOCC1	-19%
CC(c1ccc(-c2cc(N)ccn2)cc1)N1CCCCC1 (stereo unspecified)	-9%
OCCCc1nc2ccc(Cl)cc2[nH]1	15%

A run of entries taken from the entries so far, for reference:
SMILES	KDM5B inh
COc1ccc(C)cc1NC(=O)CN1C(=O)COc2ccc(S(=O)(=O)N3CCC(C)CC3)cc21	-12%
COc1ccc(C2(c3ccc(OC)cc3)C=Cc3c(c(O)cc4ccccc34)O2)cc1	-16%
COc1ccc(OC)c(CCNC(=O)c2cc3cccc4c3n2CCS4)c1	?

Ordered by length of the SMILES (lowest first): 3 of the compounds above
SMILES	KDM5B inh
CC(c1ccc(-c2cc(N)ccn2)cc1)N1CCCCC1 (stereo unspecified)	-9%
Cc1ccc(C(=O)N(C)C)cc1NC(=O)CC1CC2CCC1C2 (stereo unspecified)	-1%
COc1ccc(C)cc1NC(=O)CN1C(=O)COc2ccc(S(=O)(=O)N3CCC(C)CC3)cc21	-12%

New compounds follow.
SMILES	KDM5B inh
CCOC(=O)N1CCc2c(sc3c2c(=O)n(-c2ccc(CC)cc2)c(=O)n3CC(=O)Nc2ccc(C)cc2)C1	-14%
COc1ccc(CNC(=O)c2ccc3c(c2)nc2n3CCC(C)C2)c(OC)c1 (stereo unspecified)	?
COc1ccc(NC(=O)c2cc[n+]([O-])cc2)cc1	27%
O=C(CCN1CCC(c2ccccc2)C1)c1cccs1 (stereo unspecified)	-8%
COc1ccc(CNC(=O)CN2C(=O)CSc3ccc(S(=O)(=O)N4CCCC4)cc32)cc1	-4%
CCOC(=O)CNc1nc(Oc2ccc(=O)n(C)n2)nc(N(CC)CC)n1	6%
Cc1oc(-c2ccc(Cl)cc2)nc1CS(=O)CC(=O)NCCN1CCOCC1 (stereo unspecified)	13%
Cc1ccc(Cn2cc(CN(C3CC3)S(=O)(=O)c3ccccc3Br)nn2)cc1	19%
CNC(=O)c1noc2c1CN(CC1(O)CNCCOC1)CC2 (stereo unspecified)	9%
CC(C)CC(=O)N1CCC2(CC1)OCC(C(=O)N1CCOCC1)N2C(=O)c1ccccc1 (stereo unspecified)	-9%
Cc1ccc(-c2noc(CN(C)C(=O)COc3ccc(Cl)cc3Cl)n2)cc1	-18%
CN(Cc1ccc(Br)cc1)C(=O)Cn1nnn(-c2cccs2)c1=O	-14%
N#Cc1cccc(NS(N)(=O)=O)c1	-26%
CN(C)c1cccc(C(=O)NNc2c(Cl)cc(Cl)cc2Cl)c1	12%
CC(=O)Nc1cccc(C(=O)N2CCCN(c3cc(-c4ccc(Br)cc4)[nH]n3)CC2)c1	0%
CC(C)CCc1c(O)nc(SCC(=O)N2CCCCCC2)[nH]c1=O	23%
CC(=O)Nc1cccc(C(=O)NC2CCCc3c2cnn3-c2cc(C)cc(C)c2)c1 (stereo unspecified)	14%
COCC1CN(C(=O)c2ccc(C)s2)CC12CCOCC2 (stereo unspecified)	-6%
CCOC(=O)c1c(NC(=O)C2CCCO2)sc(C(N)=O)c1C (stereo unspecified)	-4%
CN(Cc1ccccc1)c1nc2c(c(=O)n(C)c(=O)n2C)n1Cc1ccc(F)cc1	-4%
COc1ccc(-c2cc(N3CCCN(C(=O)Cc4c[nH]c5ccccc45)CC3)n[nH]2)cc1	?
CC[C@@]1(O)CCN(C(=O)c2ccc(CSc3ccccc3)o2)C[C@H]1O	-22%
O=C(N[C@H]1CO[C@H]2[C@@H]1OC[C@@H]2n1nnnc1Oc1ccccc1)c1ccc(C(F)(F)F)cc1	-5%
CCOc1ccc(NC(=O)C(C)n2cnc3c2c(=O)n(C)c(=O)n3C)cc1 (stereo unspecified)	15%
CC(C)(CC(=O)O)CC(=O)N[C@H]1C[C@H]2C(=O)Nc3ccccc3C(=O)N2C1	?
O=C(CCl)N(Cc1ccsc1)C1CC1	20%
O=C(Nc1ccc(-n2cccn2)c(F)c1)C1CCN(C(=O)c2ccco2)CC1	14%
CCCCOc1ccc2c(C)c(C)c(=O)oc2c1	?
CCN1CCCC1CNC(=O)CC(C)C (stereo unspecified)	?
Cc1nn(C)c(C)c1CCC(=O)N1CCN(C(=O)N2CC3CC(C2)[C@H]2CCCC(=O)N2C3)CC1 (stereo partly specified)	-8%
CCOc1ccc(C(=O)c2cnc3ccc(Cl)cc3c2S(=O)(=O)c2ccc(C)cc2)cc1	2%
COc1ccc(-c2nc3ccccc3o2)cc1NC(=O)c1ccc(-c2ccc(C)c(Cl)c2)o1	-97%
O=C(NC1CCCC1)c1csc(N2CCN(c3ccccc3F)CC2)n1	-3%
CN(Cc1cccc(Cl)c1Cl)C(=O)c1ccccc1NS(C)(=O)=O	-5%
COC(=O)COc1ccc2c(=O)c(-c3ccccc3)c(C(F)(F)F)oc2c1	-4%
O=C(CCc1ccccc1)Nc1cccnc1Cl	19%
Cc1cc(C(=O)CSc2nnc(CN3CCCC3)n2-c2ccccc2)c(C)n1C1CC1	12%
COc1ccc(C(=O)N2CC3CC(C2)[C@H]2CCCC(=O)N2C3)cn1 (stereo partly specified)	12%
O=C(CCNS(=O)(=O)c1ccc2c(c1)CCN2C(=O)C1CC1)Nc1ccc(F)cc1F	-19%
CNc1nccc(N2CCC(CC(=O)N(C)Cc3cn(C)nc3C)CC2)n1	-20%
Cc1ccc(C)c(N2CCN(C(=O)c3nn(C)c4c3CS(=O)(=O)c3ccccc3-4)CC2)c1	?
CCCCCCCCN1C(=O)N2Cc3ccc(C)cc3C2CS1(=O)=O (stereo unspecified)	-3%

Screens (PubChem BioAssay)

A portion of the library, so the mix of outcomes need not match the whole.
